D3 ag: agonists of human D3 dopamine receptor; P35462; D3R DiscoveRx beta-arrestin cells, luminescence, 90 min; max activation, %; hit rate 0.58% among 410,000; AID 652048; in the data active = max activation above about 30%; note: 0% is about no effect; mostly tested at two doses, the higher about 12 µM
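Cells at 1500/well, incubated overnight, then treated with pinned compounds (dopamine as control) for 90 min at 37 degrees C. DiscoveRx reagent added for 30 - 60 minutes at room temperature; luminescence read.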
FUS yeast rescue: suppressors of FUS proteinopathy in yeast | S. cerevisiae FUS-expressing, growth rescue, OD600, 24 h | hit rate 0.24% among 390,000 | Potency, µM (highest dose often 76.6 µM), without a hit: at the top dose growth rescue (activation), usual class: activators;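 note: potency is the fitted concentration of half-maximal effect; plate controls were DMSO vehicle for no effect and reference control for full effect; nearly all actives have a fitted effect of over 55% in size; some results filed as inactive show a strong effect at the top dose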
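Compound concentration series was pinned onto galactose-induced FUS-expressing yeast seeded at OD 0.005. Plates sat 24hr at 30C; absorbance at 600 nm gave growth. DMSO served as background control.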
Abeta yeast res: compounds reversing amyloid beta toxicity in yeast; yeast expressing A-beta42, growth rescue, OD600, 48 h; response scale: 0% DMSO, 100% iron-clioquinol control; Potency, µM (series often up to 46.1 µM), inactives show at the highest dose growth rescue, actives largely listed as activators; hit rate 0.063% among 410,000; note: potency is the fitted concentration of half-maximal effect; nearly all actives have a fitted effect of over 55% in size
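Growth rescue measured by 600 nm absorbance after 48 h yeast culture at 30 C with compound. Values normalized between DMSO and an equimolar ferric chloride plus clioquinol control.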
EPAC2 antag: blocks human EPAC2 exchange factor. Q8WZA2. Potency, µM (titrated, usually from 114 µM), for the others: at the top dose activity, negative = inhibition, usual class: inhibitors. hit rate 0.18% among 360,000. AID 720708. EPAC2 GEF exchange of Rap1B-BODIPY-GDP, fluorescence; note: potency is the fitted concentration of half-maximal effect; % is set by controls: 0 for no effect and ±100 for the full control effect; nearly all actives have a fitted effect of over 45% in size; many of its hits are not listed in these tables
Target sequence (Q8WZA2 whole entry, looked up): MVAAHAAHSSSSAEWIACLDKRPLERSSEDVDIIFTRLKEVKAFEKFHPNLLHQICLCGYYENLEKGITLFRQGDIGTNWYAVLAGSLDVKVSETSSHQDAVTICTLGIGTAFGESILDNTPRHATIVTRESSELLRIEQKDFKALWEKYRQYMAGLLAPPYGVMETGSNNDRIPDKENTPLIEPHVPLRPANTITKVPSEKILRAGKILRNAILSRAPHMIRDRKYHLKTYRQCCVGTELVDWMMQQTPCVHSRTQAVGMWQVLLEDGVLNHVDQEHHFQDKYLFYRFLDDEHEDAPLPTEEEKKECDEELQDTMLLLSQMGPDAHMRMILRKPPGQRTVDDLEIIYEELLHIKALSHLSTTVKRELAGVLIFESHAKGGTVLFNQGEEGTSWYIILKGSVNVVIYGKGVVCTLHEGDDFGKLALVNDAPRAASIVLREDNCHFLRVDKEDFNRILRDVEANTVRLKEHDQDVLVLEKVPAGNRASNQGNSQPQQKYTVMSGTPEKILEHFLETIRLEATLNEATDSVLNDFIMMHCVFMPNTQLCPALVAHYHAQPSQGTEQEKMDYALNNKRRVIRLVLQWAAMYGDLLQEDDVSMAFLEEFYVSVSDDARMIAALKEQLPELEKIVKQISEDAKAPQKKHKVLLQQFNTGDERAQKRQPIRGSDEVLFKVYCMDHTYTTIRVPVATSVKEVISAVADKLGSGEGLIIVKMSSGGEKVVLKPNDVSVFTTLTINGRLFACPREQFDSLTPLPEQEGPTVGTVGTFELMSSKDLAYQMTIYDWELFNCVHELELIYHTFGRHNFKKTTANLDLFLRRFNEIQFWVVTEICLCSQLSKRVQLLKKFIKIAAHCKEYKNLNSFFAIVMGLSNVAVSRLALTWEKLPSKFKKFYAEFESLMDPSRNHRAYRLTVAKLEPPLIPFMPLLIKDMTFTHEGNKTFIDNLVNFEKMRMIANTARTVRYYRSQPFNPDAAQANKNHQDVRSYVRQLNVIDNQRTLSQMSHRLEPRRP
TDP43 rescue: rescues yeast growth from TDP-43 toxicity | hit rate 1.8% among 410,000 | AID 652104 | TDP-43 expressing yeast growth rescue, BacTiter-Glo, 24 h | Potency, µM (series often up to 46.1 µM), inactives show at the highest dose growth rescue (activation), actives largely listed as activators; note: potency is the fitted concentration of half-maximal effect; % of control where 0% means no effect; nearly all actives have a fitted effect of over 50% in size
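Readout is BacTiter-Glo luminescence of cell growth, so inhibitors register as activators. TDP-43-expressing yeast at OD600=0.02 in galactose medium, after raffinose pregrowth to mid-log, were incubated with compound for 24 hr at 30 deg C.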
EPAC2 ag: activates human EPAC2 exchange factor | Potency, µM (series often up to 154 µM), for the others: top-dose activation, actives largely listed as activators | EPAC2 activation, biochemical qHTS; response scale: 100% = 6.5 mM cAMP response | hit rate 0.079% among 360,000 | Q8WZA2; note: potency is the fitted concentration of half-maximal effect; nearly all actives have a fitted effect of over 50% in size
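Exchange assay: 100 nM EPAC2 with 250 nM Rap1B-BODIPY-GDP and 50 uM GDP. Fluorescence (ex 480/em 540 nm) read every 5 min for 30 min at room temperature. Data normalized to 6.5 mM cAMP as agonist control.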
aSyn yeast inh: rescues yeast growth from alpha-synuclein toxicity. hit rate 0.14% among 370,000. Potency, µM (highest dose often 46.1 µM), without a hit: at the top dose growth rescue (activation), most hits filed as activators. Yeast expressing alpha-synuclein, growth rescue, BacTiter-Glo, 24 h; note: potency is the fitted concentration of half-maximal effect; % of control where 0% means no effect; nearly all actives have a fitted effect of over 65% in size
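Readout is rescue of growth in alpha-synuclein-expressing yeast, so inhibitors of toxicity appear as activators. Growth after 24 hr at 30 deg C in galactose medium is quantified by luminescence.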
D3 antag: antagonists of human D3 dopamine receptor. max response, negative = inhibition, %. hit rate 2.5% among 360,000. P35462. D3R cells, DiscoveRx beta-arrestin luminescence, antagonist mode; stronger effect = lower value; in the data active = max response below about -50%; inconclusive = no clear call, values can overlap the other calls; note: % is set by controls: 0 for no effect and ±100 for the full control effect; mostly tested at two doses, the higher about 12 µM
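Cells plated overnight at 1500 cells/well, then exposed to library compounds with dopamine controls for 90 minutes at 37 degrees C. DiscoveRx reagent added for 30–60 minutes at room temperature; luminescence read, quantitative HTS format.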
Active calls of the source: *; [ ] = dose if it differs, or a comment. Unless noted, calls come from the whole dose curve; as a rule, active = well fitted curve in the direction sought with a large enough effect; inconclusive = small, poorly fitted or top-dose-only effect, or another doubt; inactive = no such curve, though single readings can be large; an effect the other way counts as inactive or inconclusive. A portion of the library; count on the stated rates, not on these rows.

Results for Cc1cc(NS(=O)(=O)c2ccc(NC(=O)COc3ccccc3C(C)(C)C)cc2)no1 ?
D3 ag: -4; FUS yeast rescue: 34%; Abeta yeast res: -2%; EPAC2 antag: -24%; TDP43 rescue: 1%; EPAC2 ag: -19%; aSyn yeast inh: 12%; D3 antag: -12

What do the screens show for `Cn1c(=S)n(/N=C/c2ccc3c(c2)OCO3)c2ccccc21`?
D3 ag: -3; FUS yeast rescue: -10%; Abeta yeast res: -2%; EPAC2 antag: -4%; TDP43 rescue: -4%; EPAC2 ag: 25%; aSyn yeast inh: -1%; D3 antag: -6

What do the screens show for `O=[N+]([O-])c1ccc2c(c1)C(=NO)c1cc(Cl)c(Cl)cc1-2`?
D3 ag: 4; Abeta yeast res: -19%; EPAC2 antag: 6%; TDP43 rescue: -4%; EPAC2 ag: -5%; aSyn yeast inh: 7%; D3 antag: -16

Results for Cc1ccc(CNCC(O)(c2ccccc2)c2ccc(Cl)cc2)cc1 (stereo unspecified) ?
D3 ag: -11; FUS yeast rescue: 20%; Abeta yeast res: 5%; EPAC2 antag: -6%; TDP43 rescue: -18%[0.397 µM]; EPAC2 ag: 11%; aSyn yeast inh: -3%; D3 antag: -3

Results for CCCNC(=O)c1nn2c(C(F)(F)F)cc(-c3ccccc3)nc2c1Cl ?
D3 ag: 2; FUS yeast rescue: -8%; Abeta yeast res: 1%; EPAC2 antag: 1%; TDP43 rescue: -15%; EPAC2 ag: -1%; aSyn yeast inh: 6%; D3 antag: 15

What do the screens show for `CC(C)C(=O)Nc1c2c(nc3ccccc13)N(C)CC2`?
D3 ag: 5; FUS yeast rescue: 12%; Abeta yeast res: 7%; EPAC2 antag: 1%; TDP43 rescue: 19%; EPAC2 ag: 12%; aSyn yeast inh: 1%; D3 antag: 12

Results for O=C(Nc1cccc(C(F)(F)F)c1)c1cc2c(=O)c3ccccc3oc2nc1C(F)(F)F ?
D3 ag: 14; FUS yeast rescue: 4%; Abeta yeast res: 16%; EPAC2 antag: -1%; TDP43 rescue: 23%; EPAC2 ag: -12%; aSyn yeast inh: -8%; D3 antag: 26

Results for COc1ccc(OC)c(NC(=S)NC(=O)c2ccc(Br)o2)c1 ?
D3 ag: -7; FUS yeast rescue: -2%; Abeta yeast res: -2%; EPAC2 antag: 5%; TDP43 rescue: 10%; EPAC2 ag: 1%; aSyn yeast inh: -3%; D3 antag: 0

How did CC(=O)C[C@@H]1OC[C@H](CO)N1S(=O)(=O)c1ccc(C)cc1 do in these assays?
D3 ag: 7; FUS yeast rescue: -13%; Abeta yeast res: -5%; EPAC2 antag: 10%; TDP43 rescue: 10%; EPAC2 ag: 6%; aSyn yeast inh: 1%; D3 antag: 7

What do the screens show for `COc1ccc(NS(=O)(=O)c2cc(N)ccc2N2CCCC2)cc1`?
D3 ag: -1; FUS yeast rescue: 16%; Abeta yeast res: -3%; EPAC2 antag: 3%; TDP43 rescue: -3%; EPAC2 ag: 2%; aSyn yeast inh: -6%; D3 antag: -27

What do the screens show for `Cn1c(=O)c2c(nc(-n3ccnc3)n2Cc2ccccc2)n(C)c1=O`?
D3 ag: 7; FUS yeast rescue: 9%; Abeta yeast res: 4%; EPAC2 antag: 12%; TDP43 rescue: 8%; EPAC2 ag: 2%; aSyn yeast inh: 3%; D3 antag: -13

What do the screens show for `CN1/C(=C\C(=O)CSc2nncn2C)C(C)(C)c2ccccc21`?
D3 ag: 2; Abeta yeast res: 28%; EPAC2 antag: 7%; TDP43 rescue: 12%; EPAC2 ag: 11%; aSyn yeast inh: 1%; D3 antag: -2

What do the screens show for `O=C(O)c1nc(N2CCCC2)ncc1Cl`?
D3 ag: 0; FUS yeast rescue: 19%; Abeta yeast res: 1%; EPAC2 antag: 0%; TDP43 rescue: -8%; EPAC2 ag: 5%; aSyn yeast inh: 3%; D3 antag: 24

What do the screens show for `COC(=O)C(F)(F)Sc1c(C)[nH]c2ccccc12`?
D3 ag: 2; FUS yeast rescue: 2%; Abeta yeast res: 25%; EPAC2 antag: -2%; TDP43 rescue: -14%; EPAC2 ag: -6%; aSyn yeast inh: 6%; D3 antag: -15

How did O=C(COC(=O)/C=C/c1cccc(Br)c1)Nc1ccc(Cl)cn1 do in these assays?
D3 ag: -3; FUS yeast rescue: 16%; Abeta yeast res: 0%; EPAC2 antag: -9%; TDP43 rescue: 3%; EPAC2 ag: -5%; aSyn yeast inh: -5%; D3 antag: 0

How did COc1ccccc1OCC(=O)NNC(=O)C(=O)N1CCCC1 do in these assays?
D3 ag: 5; FUS yeast rescue: 3%; Abeta yeast res: -6%; EPAC2 antag: 2%; TDP43 rescue: -10%; EPAC2 ag: 4%; aSyn yeast inh: -5%; D3 antag: 1

How did CC(NC(=O)c1ccncc1)c1ccccc1 (stereo unspecified) do in these assays?
D3 ag: 8; FUS yeast rescue: -5%; Abeta yeast res: 2%; EPAC2 antag: 2%; TDP43 rescue: 3%; EPAC2 ag: 6%; aSyn yeast inh: -1%; D3 antag: 4

How did CC(C)(C)NC(=O)C12CC3CC(CC(Cl)(C3)C1)C2 do in these assays?
D3 ag: -8; FUS yeast rescue: -20%; Abeta yeast res: 1%; EPAC2 antag: 6%; TDP43 rescue: 2%; EPAC2 ag: -2%; aSyn yeast inh: -14%; D3 antag: -19

How did COc1ccc(OCCC(=O)NC2=NCCS2)cc1 do in these assays?
D3 ag: 5; FUS yeast rescue: -1%; Abeta yeast res: 21%; EPAC2 antag: 14%; TDP43 rescue: 17%; EPAC2 ag: 5%; aSyn yeast inh: 1%; D3 antag: 18

How did CCO[C@@H]1OC(C(=O)N2CCN(Cc3ccc4c(c3)OCO4)CC2)=C[C@H](C)[C@H]1CCCO do in these assays?
D3 ag: -25; FUS yeast rescue: -5%; Abeta yeast res: -4%; EPAC2 antag: 8%; TDP43 rescue: -5%; EPAC2 ag: 14%; aSyn yeast inh: -1%; D3 antag: -12

Results for CS(=O)(=O)N(CC(=O)N1CCCCC1)c1ccc(Cl)c(C(F)(F)F)c1 ?
D3 ag: -7; FUS yeast rescue: 12%; Abeta yeast res: -4%; EPAC2 antag: 2%; TDP43 rescue: -20%; EPAC2 ag: -10%; aSyn yeast inh: 1%; D3 antag: -27

Results for Cc1nn(C)c(C)c1NC(=O)c1ccnn1C ?
D3 ag: 1; FUS yeast rescue: -8%; Abeta yeast res: -6%; EPAC2 antag: -4%; TDP43 rescue: 11%; EPAC2 ag: 1%; aSyn yeast inh: -5%; D3 antag: 8

How did CCOC(=O)/C(C#N)=C1\CC2CCC1(C)C2(C)C (stereo unspecified) do in these assays?
D3 ag: -2; FUS yeast rescue: 20%; Abeta yeast res: -10%; EPAC2 antag: -28%; TDP43 rescue: -23%; EPAC2 ag: 14%; aSyn yeast inh: 3%; D3 antag: inconclusive

What do the screens show for `O=C(NCc1ccc2c(c1)OCO2)C1CCN(Cc2cnn(-c3ccccc3)c2-n2cccc2)CC1`?
D3 ag: -13; FUS yeast rescue: 5%; Abeta yeast res: -15%; EPAC2 antag: 9%; TDP43 rescue: -5%; EPAC2 ag: 1%; aSyn yeast inh: 1%; D3 antag: inconclusive

Results for COc1ccc(CC(=O)NCC(c2cccs2)S(=O)(=O)c2ccc(F)c(C)c2)cc1 (stereo unspecified) ?
D3 ag: -8; FUS yeast rescue: -12%; Abeta yeast res: -10%; TDP43 rescue: 1%

What do the screens show for `CCOc1ccc(NC(=O)C(C)Sc2nc3ncccc3o2)cc1` (stereo unspecified)?
D3 ag: 0; FUS yeast rescue: 5%; Abeta yeast res: -7%; TDP43 rescue: 19%

How did Nn1c(CSc2ccccn2)nc2ccccc2c1=O do in these assays?
D3 ag: 5; FUS yeast rescue: -8%; Abeta yeast res: 9%; EPAC2 antag: -1%; TDP43 rescue: 28%; EPAC2 ag: 16%; aSyn yeast inh: 0%; D3 antag: 0

How did CCN(c1ccccc1)S(=O)(=O)c1cc(C(=O)NCc2ccccn2)ccc1C do in these assays?
D3 ag: -4; FUS yeast rescue: 30%; Abeta yeast res: -5%; EPAC2 antag: 0%; TDP43 rescue: -9%; EPAC2 ag: 3%; aSyn yeast inh: 0%; D3 antag: 5

How did COc1ccc(-c2cn3cccnc3n2)cc1NC(=O)c1cccs1 do in these assays?
D3 ag: -3; FUS yeast rescue: 4%; Abeta yeast res: -10%; EPAC2 antag: -4%; TDP43 rescue: -13%; EPAC2 ag: 13%; aSyn yeast inh: -2%; D3 antag: -18

How did COC(=O)c1ccc(N=NN2CCCCCC2)cc1 do in these assays?
D3 ag: -7; Abeta yeast res: -18%; EPAC2 antag: -19%; TDP43 rescue: -14%; EPAC2 ag: 16%; aSyn yeast inh: -1%; D3 antag: -8

Reprinted at random: 2 compounds from above
How did COc1ccccc1OCC(=O)NNC(=O)C(=O)N1CCCC1 do in these assays?
D3 ag: 5; FUS yeast rescue: 3%; Abeta yeast res: -6%; EPAC2 antag: 2%; TDP43 rescue: -10%; EPAC2 ag: 4%; aSyn yeast inh: -5%; D3 antag: 1

What do the screens show for `COC(=O)C(F)(F)Sc1c(C)[nH]c2ccccc12`?
D3 ag: 2; FUS yeast rescue: 2%; Abeta yeast res: 25%; EPAC2 antag: -2%; TDP43 rescue: -14%; EPAC2 ag: -6%; aSyn yeast inh: 6%; D3 antag: -15

Further entries:
Results for CCOc1ccc(NC(=O)CN(C)C(=O)Cn2c(=O)oc3ccccc32)cc1OCC ?
D3 ag: -9; FUS yeast rescue: 0%; Abeta yeast res: 5%; EPAC2 antag: -4%; TDP43 rescue: -17%; EPAC2 ag: 2%; aSyn yeast inh: -9%; D3 antag: 3

Results for COC(=O)/C(=C1/Oc2ccc(C)cc2S1)C(F)(F)F ?
D3 ag: 3; FUS yeast rescue: -30%; Abeta yeast res: -5%; EPAC2 antag: 1%[57.1 µM]; TDP43 rescue: -20%; EPAC2 ag: 14%; aSyn yeast inh: 4%; D3 antag: 0

How did COc1ccc(CN2C(=O)[C@H]3Cc4c([nH]c5ccccc45)C(C)(C)N3C2=O)cc1 do in these assays?
FUS yeast rescue: inconclusive; Abeta yeast res: inconclusive; EPAC2 antag: 0%; EPAC2 ag: 11%

What do the screens show for `NC(=O)NC(CC(=O)NCCc1ccc(S(N)(=O)=O)cc1)c1ccccc1Cl` (stereo unspecified)?
D3 ag: -12; FUS yeast rescue: -22%; Abeta yeast res: -2%; EPAC2 antag: -5%; TDP43 rescue: 4%; EPAC2 ag: 1%; aSyn yeast inh: -1%; D3 antag: 17

Assay outcomes deposited in PubChem by National Center for Advancing Translational Sciences (NCATS).
